Assay outcomes deposited in PubChem BioAssay by NMMLSC.
Bcl-W Bim block: human Bim-Bcl-W interaction inhibition | Q92843 | 190,000 compounds, 0.02% hits | AID 952 | inhibition, % at 10 µM | bead-based flow cytometry, Bim peptide-Bcl-W binding;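 also: 0% = bound tracer without compound and 100% = peptide blocker; higher means less fluorescent Bim peptide bound to Bcl-W beads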
Cdc42 wt: changes GTP binding to wildtype human Cdc42; P60953; GST-Cdc42 beads, Bodipy-GTP binding, flow cytometry; actives lie on both sides; percent activity (GTP binding), % at 10 µM; 190,000 compounds, 0.2% hits; AID 761;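 active = percent activity GTP binding at least 20 points away from the 100% baseline, either down as inhibitor or up as activator; inconclusive = compound flagged as likely green fluorescent from well-wide comparison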;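 also: median bead fluorescence of bound Bodipy-FL-GTP at 100 nM; 0% = excess unlabeled GTP control and 100% = no compound control; below 100% means less GTP binding so inhibitor and above means activator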
Target sequence (P60953 whole entry, looked up): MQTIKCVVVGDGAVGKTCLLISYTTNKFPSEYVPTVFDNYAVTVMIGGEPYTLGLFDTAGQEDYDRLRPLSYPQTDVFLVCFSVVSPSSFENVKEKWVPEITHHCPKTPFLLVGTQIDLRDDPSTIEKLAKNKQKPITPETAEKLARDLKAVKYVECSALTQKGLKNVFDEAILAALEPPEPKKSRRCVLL
Bfl-1 Bim block: inhibitors of Bim-Bfl-1 interaction, human; 190,000 compounds, 0.12% hits; inhibition, % at 10 µM; AID 1008; Bead-based flow cytometry, Bim-Bfl-1 binding inhibition;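 also: 0% = wells without compound plus tracer and 100% = blocker peptide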
Bim-Bcl-2: inhibitors of Bim-Bcl-2 interaction, human. P10415. inhibition, % at 10 µM. 190,000 compounds, 0.06% hits. Bead-based flow cytometry, Bim peptide-Bcl-2 binding; in the data active = inhibition above about 40%; inconclusive = no clear call, values can overlap the other calls;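 also: 0% = no compound wells with probe peptide and 100% = reference peptide inhibitor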
Bcl-XL Bim block: human Bim-Bcl-XL interaction inhibition; inhibition, % at 10 µM; AID 1007; Bim peptide-Bcl-XL binding, bead flow cytometry, fluorescence; 190,000 compounds, 0.04% hits; Q07817
Target sequence (Q07817 whole entry, looked up): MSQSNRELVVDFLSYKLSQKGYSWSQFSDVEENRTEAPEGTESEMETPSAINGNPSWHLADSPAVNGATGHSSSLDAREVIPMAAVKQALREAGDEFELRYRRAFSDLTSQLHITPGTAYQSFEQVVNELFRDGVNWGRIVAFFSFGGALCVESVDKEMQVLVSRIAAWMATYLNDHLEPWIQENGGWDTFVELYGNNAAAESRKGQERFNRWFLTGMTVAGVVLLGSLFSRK
HRas wt GTP: changes GTP binding to wildtype human HRas; P01112; GST-Ras wt beads, Bodipy-FL-GTP binding, flow cytometry; actives lie on both sides; GTP binding activity, % at 10 µM; 190,000 compounds, 0.14% hits; AID 759;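 active = GTP binding activity at least 20% away from the 100% baseline, either lowered as inhibitor or raised as activator; inconclusive = flagged as likely green fluorescent, judged across all proteins in the well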;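 also: 0% = unlabeled GTP competition control and 100% = no-compound control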
Target sequence (P01112 whole entry, looked up): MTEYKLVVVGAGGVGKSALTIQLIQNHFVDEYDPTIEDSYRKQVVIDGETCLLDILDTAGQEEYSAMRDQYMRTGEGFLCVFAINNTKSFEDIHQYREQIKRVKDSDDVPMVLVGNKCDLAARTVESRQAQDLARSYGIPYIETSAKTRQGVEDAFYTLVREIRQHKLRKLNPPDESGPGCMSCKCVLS
Rab2A wt mod: changes GTP binding to wildtype dog Rab2A, up or down | GST-Rab2 wt beads, Bodipy-GTP binding, flow cytometry | GTP binding activity, % at 10 µM | 190,000 compounds, 0.19% hits;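 active = GTP binding activity at least 20 points away from 100%, either lowered or raised; inconclusive = signal likely due to the compound's own green fluorescence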;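 also: 0% = beads with excess unlabeled GTP and 100% = no-compound control corrected for plate trend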
Rac1 act GTP bind: human Rac1 activated mutant GTP binding change; 190,000 compounds, 0.11% hits; P63000; GST-Rac1 activated beads, fluorescent GTP binding, flow cytometry; actives lie on both sides; 100% means binding = to untreated wells; percent activity (GTP binding), % at 10 µM; AID 764;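 active = GTP binding at least 20 percentage points away from the 100% baseline, in either direction, so actives lie on both sides; inconclusive = Compound likely fluorescent itself, or too few beads counted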
Bim-Bcl-B: inhibitors of Bim-Bcl-B interaction, human; 190,000 compounds, 0.073% hits; inhibition, % at 10 µM; bead-based flow cytometry, Bim peptide-Bcl-B binding; Q9HD36;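 also: 0% = tracer peptide without compound and 100% = reference inhibitor peptide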
Target sequence (Q9HD36 whole entry, looked up): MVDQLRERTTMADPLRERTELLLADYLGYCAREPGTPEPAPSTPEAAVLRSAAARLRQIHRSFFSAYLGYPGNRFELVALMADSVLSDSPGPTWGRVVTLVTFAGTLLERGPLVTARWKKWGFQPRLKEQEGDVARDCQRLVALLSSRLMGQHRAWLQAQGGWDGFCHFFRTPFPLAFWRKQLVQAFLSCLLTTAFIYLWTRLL
Rab7 wt GTP bind: dog Rab7 wildtype GTP binding, inhibitors and activators. AID 758. GST-Rab7 beads, fluorescent GTP binding, flow cytometry; actives lie on both sides; untreated = 100%, excess cold GTP = 0%. GTP binding activity (percent of control), % at 10 µM. 190,000 compounds, 0.055% hits;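 active = fluorescent GTP binding to Rab7 beads changed by at least 20 points from the 100% baseline, either direction, mostly lower; inconclusive = compound itself probably fluorescent, or too few beads counted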;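 also: median green fluorescence of bound Bodipy-FL-GTP per Rab7 bead population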
Rac1 wt GTP bind: alters GTP binding to wildtype human Rac1 | P63000 | GST-Rac1 beads, fluorescent GTP binding, flow cytometry; actives lie on both sides; 0 = cold GTP competed, 100 = untreated | GTP binding activity (% of control), % at 10 µM | 190,000 compounds, 0.27% hits | AID 757;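 active = GTP binding activity at least 20 points away from the 100% control level, either lower or higher; inconclusive = compound flagged as likely green fluorescent, judged across all proteins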
Starred values were filed as active, the others as inactive; ? = inconclusive; nt = not tested or not shown. Rule as the data show it, unless noted: active = inhibition above about 40%. Compounds as they come. About 0.62% of those tested had a hit in this group.

Compound	Bcl-W Bim block	Cdc42 wt	Bfl-1 Bim block	Bim-Bcl-2	Bcl-XL Bim block	HRas wt GTP	Rab2A wt mod	Rac1 act GTP bind	Bim-Bcl-B	Rab7 wt GTP bind	Rac1 wt GTP bind
Cc1ccc(S(=O)(=O)Cc2ccc(C(=O)N3CCCC3)o2)cc1	-5	93	-4	-8	-5	96	97	96	-4	99	98
O=C(CC1C(=O)NCCN1CC1CCCCC1)NCCc1ccc(F)cc1 (stereo not given)	-1	100	-4	-5	-2	95	96	95	-2	96	97
O=C(Cn1nc(Cc2cccnc2)c2ccccc2c1=O)NCC1CCCO1 (stereo not given)	1	102	-11	-8	-6	102	100	100	-6	100	108
Cc1nc2ccccc2n1CCCOc1ccccc1	1	101	1	0	0	101	98	100	3	96	103
COc1cccc(OCC(O)CN2CCN(CCN3C(=O)c4cccc5cccc(c45)C3=O)CC2)c1 (stereo not given)	0	100	4	2	0	94	98	97	1	96	99
CCOP(=O)(OCC)C(Nc1cccc(C(F)(F)F)c1)c1ccc(F)cc1 (stereo not given)	-3	101	-17	-13	-4	101	101	100	-6	101	105
CCOC(=O)CCCCC(=O)c1[nH]c(=O)[nH]c1Cn1ccnc1	0	102	0	2	0	99	99	100	2	98	102
CCn1c(SCC(=O)O)nnc1C1CCCCC1	3	102	-10	-6	-12	101	102	99	-6	102	105
Cc1ccc2c(c1)cc(CN(Cc1ccc3c(c1)OCO3)C(=O)c1cnccn1)c1nnnn12	0	102	-7	-12	-3	101	101	100	-8	99	99
Cc1cc(NC(=O)/C=C/c2ccc(Br)cc2)no1	0	102	2	0	-5	101	99	100	-5	103	104
Cc1cccc(N(C(=O)Cn2nnc3ccccc32)C(C(=O)NC(C)(C)C)c2ccsc2)c1C (stereo not given)	0	98	-15	-5	-18	96	95	94	-13	94	97
COC(=O)c1ccc(C(=O)OC)c(NC(=O)C(C)(C)C)c1	1	96	-3	-1	0	94	97	95	-3	94	98
Cc1ccc(NC(=O)CSc2nc(C)c(C)c(C)n2)c([N+](=O)[O-])c1	-5	94	-2	-4	-8	97	92	92	-17	97	98
CC(C)(C)C1CCC2(CC1)C(C#N)=C(SCC(=O)Nc1ccccc1)NC(=O)C2C#N (stereo not given)	-1	99	-17	-12	-3	99	100	96	-6	100	100
O=C(N/N=C\c1cc(Br)ccc1O)c1ccc(S(=O)(=O)N2CCCCC2)cc1	0	108	1	6	0	107	107	104	-1	100	109
Cc1nc2ccccc2c(=O)n1NC(=O)Cc1ccc([N+](=O)[O-])cc1	-2	91	0	5	-6	94	95	93	-1	103	90
COc1ccc(N2C(=O)c3ccccc3NC2c2cccnc2)cc1 (stereo not given)	-5	99	-4	-1	-2	103	102	102	-3	105	105
CCOc1ccc(NC(=O)NC(=O)N(C)S(=O)(=O)c2ccc(C)cc2)cc1	0	97	-3	-3	-3	103	100	98	-2	95	102
CCNC(=S)N(Cc1ccco1)Cc1cc2cc(OCC)ccc2[nH]c1=O	0	93	-5	-1	1	96	96	95	-7	95	96
Fc1cccc(-c2cc3nc4c(c(NCc5ccco5)n3n2)CCCC4)c1	-3	101	-14	-6	-6	101	101	101	-10	102	108

Among those listed so far, three contain a furan ring, fused or not:
Compound	Bcl-W Bim block	Cdc42 wt	Bfl-1 Bim block	Bim-Bcl-2	Bcl-XL Bim block	HRas wt GTP	Rab2A wt mod	Rac1 act GTP bind	Bim-Bcl-B	Rab7 wt GTP bind	Rac1 wt GTP bind
Cc1ccc(S(=O)(=O)Cc2ccc(C(=O)N3CCCC3)o2)cc1	-5	93	-4	-8	-5	96	97	96	-4	99	98
CCNC(=S)N(Cc1ccco1)Cc1cc2cc(OCC)ccc2[nH]c1=O	0	93	-5	-1	1	96	96	95	-7	95	96
Fc1cccc(-c2cc3nc4c(c(NCc5ccco5)n3n2)CCCC4)c1	-3	101	-14	-6	-6	101	101	101	-10	102	108

New compounds follow:
Abbreviations: A = Bcl-W Bim block; B = Cdc42 wt; C = Bfl-1 Bim block; D = Bim-Bcl-2; E = Bcl-XL Bim block; F = HRas wt GTP; G = Rab2A wt mod; H = Rac1 act GTP bind; I = Bim-Bcl-B; J = Rab7 wt GTP bind; K = Rac1 wt GTP bind
Molecule: Cn1c(C(=O)NCC2CCCO2)cc2c(=O)n(C)c3ccccc3c21 (stereo not given)
  A: -3	B: 102	C: -8	D: -8	E: -5	F: 101	G: 101	H: 101	I: -8	J: 100	K: 104

Molecule: O=c1oc2ccccc2c(O)c1CN1CCCCC1
  A: 0	B: 107	C: -16	D: -8	E: -6	F: 102	G: 102	H: 100	I: -10	J: 101	K: 110

Molecule: CC1CCN(S(=O)(=O)c2ccc3c(c2)c(=O)c(C(=O)NC2CCCC2)cn3C)CC1
  A: 0	B: 102	C: -1	D: -2	E: 1	F: 101	G: 100	H: 97	I: 0	J: 100	K: 103

Molecule: COC(=O)CN1C(=S)N(Cc2ccccc2)C(=O)C1CC(=O)Nc1ccc(Br)cc1 (stereo not given)
  A: nt	B: 102	C: nt	D: ?	E: nt	F: 100	G: 100	H: 95	I: nt	J: 99	K: 99

Molecule: CCCC1=NN(C(=O)C(=O)Nc2ccc(Br)cc2)C(O)(C(F)(F)F)C1 (stereo not given)
  A: -6	B: 88	C: 2	D: -4	E: -5	F: 94	G: 93	H: 91	I: 0	J: 103	K: 97

Molecule: COC(=O)CCC(=O)Nc1cccc(Br)c1
  A: 1	B: 99	C: 1	D: 0	E: -2	F: 99	G: 101	H: 98	I: -3	J: 100	K: 97

Molecule: Cc1cc(C)n2nc(SCC(=O)N/N=C/c3ccccc3F)nc2n1
  A: -2	B: 96	C: -1	D: 0	E: 1	F: 97	G: 99	H: 95	I: -1	J: 97	K: 96

Molecule: Cc1cnc([N+](=O)[O-])n1CCOC(=O)NC(=O)c1ccc(F)cc1
  A: -2	B: 99	C: -5	D: -4	E: -1	F: 99	G: 102	H: 97	I: -6	J: 102	K: 99

Molecule: CC1(C)CC(=O)C(Sc2ccccc2[N+](=O)[O-])=C(O)C1
  A: -3	B: 97	C: -3	D: -3	E: -2	F: 96	G: 95	H: 95	I: -4	J: 95	K: 95

Molecule: CCOC(=O)/C(C#N)=C1/C=CN(c2ccc(C)cc2)C=N1
  A: 3	B: 101	C: -11	D: -8	E: -12	F: 103	G: 96	H: 97	I: -5	J: 97	K: 98

Molecule: Cn1c(=O)[nH]c(=O)c2c1nc(Br)n2CCCc1ccccc1
  A: -4	B: 101	C: -6	D: -8	E: -4	F: 101	G: 99	H: 102	I: -3	J: 99	K: 105

Molecule: CCNC(=O)COC(=O)CCNC(=O)c1cccc(C)c1
  A: -4	B: 102	C: -10	D: -5	E: -2	F: 101	G: 102	H: 100	I: -4	J: 106	K: 99

Molecule: N#Cc1c(/N=C/N2CCCC2)oc(-c2ccccc2)c1-c1ccccc1
  A: 0	B: 101	C: 0	D: -3	E: -4	F: 101	G: 102	H: 100	I: 0	J: 101	K: 92

Molecule: CCOC(=O)C(Cc1ccccc1)c1ccnc2ncnn12 (stereo not given)
  A: -3	B: 99	C: -6	D: -2	E: -5	F: 99	G: 100	H: 91	I: -2	J: 96	K: 103

Molecule: CCCN(CC1CC1)S(=O)(=O)c1ccc(-n2cnnn2)c(OC)c1
  A: 1	B: 104	C: -12	D: -9	E: -21	F: 102	G: 100	H: 101	I: -5	J: 99	K: 105

Molecule: CC[C@H](C)[C@@H]1NC(=O)c2cc([N+](=O)[O-])cc(F)c2NCCCC[C@@H](C(N)=O)NC(=O)[C@H](CC(N)=O)NC1=O
  A: -2	B: 99	C: -1	D: -1	E: -2	F: 101	G: 100	H: 99	I: -4	J: 103	K: 101

Molecule: CCCC(=O)Nc1nc2ccc(NC(=O)c3c(F)c(F)c(OC)c(F)c3F)cc2s1
  A: 0	B: 96	C: -7	D: -2	E: -2	F: 92	G: 96	H: 95	I: -3	J: 96	K: 96

Molecule: COc1cc(C(=O)NC2CCN(Cc3nnnn3Cc3cccs3)CC2)cc(OC)c1OC
  A: 4	B: 97	C: -5	D: -6	E: 0	F: 98	G: 101	H: 99	I: -5	J: 99	K: 104

Molecule: Cc1onc(-c2c(F)cccc2Cl)c1C(=O)NC1CCSC1=O (stereo not given)
  A: 0	B: 106	C: -15	D: -15	E: -5	F: 103	G: 105	H: 99	I: -8	J: 107	K: 109

Molecule: COc1ccc(CCNC(=O)C2CCN(S(=O)(=O)c3ccc(OC)c(OC)c3)CC2)cc1
  A: 1	B: 102	C: -8	D: -6	E: -5	F: 105	G: 103	H: 104	I: -1	J: 104	K: 108

Molecule: Cc1nn(C)c(C)c1CNC(=O)Nc1ccc(Cl)cc1
  A: -1	B: 91	C: -4	D: -3	E: -2	F: 91	G: 93	H: 91	I: -6	J: 90	K: 92

Molecule: N#Cc1sc2nc3c(c(-c4cccnc4)c2c1N)CCC3
  A: -2	B: ?	C: -13	D: -9	E: -8	F: ?	G: ?	H: ?	I: -8	J: ?	K: ?

Molecule: COc1ccc2c(c1)CCC1C2=NN(/C(C)=C\C(C)=O)C1c1ccc(F)cc1 (stereo not given)
  A: -3	B: 101	C: -4	D: -4	E: -2	F: 103	G: 104	H: 99	I: -9	J: 111	K: 106

Three compounds from above, arranged by count of non-hydrogen atoms, lowest first.
Abbreviations: A = Bcl-W Bim block; B = Cdc42 wt; C = Bfl-1 Bim block; D = Bim-Bcl-2; E = Bcl-XL Bim block; F = HRas wt GTP; G = Rab2A wt mod; H = Rac1 act GTP bind; I = Bim-Bcl-B; J = Rab7 wt GTP bind; K = Rac1 wt GTP bind
Molecule: COC(=O)CCC(=O)Nc1cccc(Br)c1
  A: 1	B: 99	C: 1	D: 0	E: -2	F: 99	G: 101	H: 98	I: -3	J: 100	K: 97

Molecule: N#Cc1c(/N=C/N2CCCC2)oc(-c2ccccc2)c1-c1ccccc1
  A: 0	B: 101	C: 0	D: -3	E: -4	F: 101	G: 102	H: 100	I: 0	J: 101	K: 92

Molecule: O=C(CC1C(=O)NCCN1CC1CCCCC1)NCCc1ccc(F)cc1 (stereo not given)
  A: -1	B: 100	C: -4	D: -5	E: -2	F: 95	G: 96	H: 95	I: -2	J: 96	K: 97
